Bim-Bcl-B – disrupts Bim peptide binding to human Bcl-B; Q9HD36; bead-based flow cytometry; inhibition, % at 10 µM; hit rate 0.073% among 190,000;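 further: 0% = tracer peptide without compound and 100% = reference inhibitor peptide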
Target sequence (Q9HD36 whole entry, looked up): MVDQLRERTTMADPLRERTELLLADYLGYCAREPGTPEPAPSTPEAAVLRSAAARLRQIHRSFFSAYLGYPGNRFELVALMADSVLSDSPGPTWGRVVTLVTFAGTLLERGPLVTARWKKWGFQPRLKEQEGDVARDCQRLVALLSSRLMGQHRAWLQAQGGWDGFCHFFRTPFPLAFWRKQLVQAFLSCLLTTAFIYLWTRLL
Mcl-1 Bim block – human Bim-Mcl-1 interaction inhibition | inhibition, % at 10 µM | Bead-based flow cytometry, Bim peptide-Mcl-1 binding | Q07820 | hit rate 0.1% among 190,000;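 further: 0% = no compound tracer wells and 100% = peptide blocker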
Bim-Bcl-XL – inhibitors of Bim-Bcl-XL interaction, human; hit rate 0.04% among 190,000; Q07817; Bim peptide-Bcl-XL binding, bead flow cytometry, fluorescence; inhibition, % at 10 µM; AID 1007
Target sequence (Q07817 whole entry, looked up): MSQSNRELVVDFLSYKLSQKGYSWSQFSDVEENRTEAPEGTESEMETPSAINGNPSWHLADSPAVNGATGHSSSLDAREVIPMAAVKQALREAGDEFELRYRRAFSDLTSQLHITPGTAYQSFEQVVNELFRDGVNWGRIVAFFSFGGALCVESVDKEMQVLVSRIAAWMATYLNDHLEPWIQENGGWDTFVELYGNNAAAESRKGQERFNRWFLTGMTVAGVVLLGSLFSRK
GSH fluor – compound fluoresces at 488/530 nm on GSH beads. AID 1776. fluorescence (KMESF) at 10 µM. hit rate 0.25% among 190,000. GSH beads flow cytometry, compound fluorescence 488/530 nm; stronger effect = higher value; in the data active means fluorescence above about 89;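 further: glutathione beads carrying GST-tagged Bcl family fusion proteins plus one bare bead set; values are compound well signal with DMSO vehicle wells as background; inactives centre near 16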
Bim-Bfl-1 – disrupts Bim binding to human Bfl-1; Q16548; Bead-based flow cytometry, Bim-Bfl-1 binding inhibition; inhibition, % at 10 µM; hit rate 0.12% among 190,000;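 further: 0% = wells without compound plus tracer and 100% = blocker peptide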
Bcl-2 Bim block – inhibitors of Bim-Bcl-2 interaction, human; Bead-based flow cytometry, Bim peptide-Bcl-2 binding; P10415; AID 950; inhibition, % at 10 µM; hit rate 0.06% among 190,000; in the data active means inhibition above about 40%;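 further: 0% = no compound wells with probe peptide and 100% = reference peptide inhibitor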
Target sequence (P10415 whole entry, looked up): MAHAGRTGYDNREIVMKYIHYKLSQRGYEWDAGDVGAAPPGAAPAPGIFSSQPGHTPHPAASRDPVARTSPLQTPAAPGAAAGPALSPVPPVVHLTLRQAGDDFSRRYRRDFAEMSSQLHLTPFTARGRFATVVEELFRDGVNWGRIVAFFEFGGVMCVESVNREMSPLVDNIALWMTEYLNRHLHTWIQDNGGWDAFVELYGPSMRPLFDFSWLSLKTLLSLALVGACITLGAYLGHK
Bim-Bcl-W – disrupts Bim peptide binding to human Bcl-W | Q92843 | bead-based flow cytometry | inhibition, % at 10 µM | hit rate 0.02% among 190,000 | AID 952;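 further: 0% = bound tracer without compound and 100% = peptide blocker; higher means less fluorescent Bim peptide bound to Bcl-W beads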
Target sequence (Q92843 whole entry, looked up): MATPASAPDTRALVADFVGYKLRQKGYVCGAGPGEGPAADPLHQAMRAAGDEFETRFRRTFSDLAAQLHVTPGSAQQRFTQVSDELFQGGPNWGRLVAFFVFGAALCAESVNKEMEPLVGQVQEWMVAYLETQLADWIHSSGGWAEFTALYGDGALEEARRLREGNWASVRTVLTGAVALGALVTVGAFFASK
Mcl1-Bid inh – Mcl-1/Bid interaction inhibition; TR-FRET Mcl-1/Bid-Dy647 peptide binding, 1536-well; inhibition, % at 21.7 µM; hit rate 0.97% among 220,000; AID 1021;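 active means compounds that cut the binding signal by more than half at the single screening dose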;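 further: His-tagged Mcl-1 with europium anti-His antibody binding Bid BH3 peptide; 0% = Mcl-1 plus peptide wells and 100% = peptide-only wells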
RGS7-Gao – human RGS7-Galphao interaction regulation | binding response (% of control), % at 10 µM | P09471 | Multiplexed bead flow cytometry, RGS7-Galphao binding; actives lie on both sides | hit rate 0.35% among 220,000 | AID 1439; in the data active means binding response below about 49% or above about 150%;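 further: fluorescent Galphao held in activated GDP-AlF4 state binding bead-coupled RGS7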
RGS4-Gao reg – modulates binding of RGS4 to human Galphao | hit rate 0.33% among 220,000 | binding response (% of control), % at 10 µM | AID 1415 | P09471 | Multiplexed bead flow cytometry; actives lie on both sides; in the data active means binding response below about 49% or above about 150%; inactive means in between;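 further: fluorescent Galphao activated with aluminum fluoride binding bead-coupled RGS4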
RGS8-Gao – human RGS8-Galphao interaction regulation; AID 1423; hit rate 0.34% among 220,000; response (percent of control binding), % at 10 µM; multiplexed bead flow cytometry, RGS8-Galphao binding; actives lie on both sides; P09471; in the data active means response below about 60% or above about 140%; inactive means in between;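 further: Galphao activated as the GDP aluminium fluoride complex binding bead-coupled RGS8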
An asterisk follows results filed as active. Unless noted, no stated cut-off is given here; in the data, active means inhibition above about 40%.

The first six compounds, to show the layout:
SMILES	Bim-Bcl-B	Mcl-1 Bim block	Bim-Bcl-XL	GSH fluor	Bim-Bfl-1	Bcl-2 Bim block	Bim-Bcl-W	Mcl1-Bid inh	RGS7-Gao	RGS4-Gao reg	RGS8-Gao
COc1ccc(C(=S)N2CCN(C)CC2)cc1	-16	-4	-2	13	3	-5	1	-95	111	96	101
Clc1ccc(OCc2nc3ccccc3[nH]2)cc1	-5	0	-5	12	-6	0	0	-8	86	94	92
COC(=O)[C@@H](NC(=O)N(C1CCCCC1)C1CCCCC1)C(C)C	1	0	0	51	-3	-1	0	-14	100	95	101
O=C(Cc1n[nH]c(=O)[nH]c1=O)N/N=C/c1c(O)ccc2ccccc12	-5	1	0	15	-5	-1	3	-32	114	116	120
O=C(COC(=O)CCN1C(=O)/C(=C\C=C\c2ccccc2)SC1=S)Nc1ccc(Br)cc1	-23	14	10	8	5	18	5	-43	100	102	102
O=C(c1ccc(S(=O)(=O)N2CCOCC2)cc1)N1CCc2ccccc2C1	-5	0	-1	14	-8	-6	1	-9	97	100	100

This part in full, from the start:
SMILES	Bim-Bcl-B	Mcl-1 Bim block	Bim-Bcl-XL	GSH fluor	Bim-Bfl-1	Bcl-2 Bim block	Bim-Bcl-W	Mcl1-Bid inh	RGS7-Gao	RGS4-Gao reg	RGS8-Gao
COc1ccc(C(=S)N2CCN(C)CC2)cc1	-16	-4	-2	13	3	-5	1	-95	111	96	101
Clc1ccc(OCc2nc3ccccc3[nH]2)cc1	-5	0	-5	12	-6	0	0	-8	86	94	92
COC(=O)[C@@H](NC(=O)N(C1CCCCC1)C1CCCCC1)C(C)C	1	0	0	51	-3	-1	0	-14	100	95	101
O=C(Cc1n[nH]c(=O)[nH]c1=O)N/N=C/c1c(O)ccc2ccccc12	-5	1	0	15	-5	-1	3	-32	114	116	120
O=C(COC(=O)CCN1C(=O)/C(=C\C=C\c2ccccc2)SC1=S)Nc1ccc(Br)cc1	-23	14	10	8	5	18	5	-43	100	102	102
O=C(c1ccc(S(=O)(=O)N2CCOCC2)cc1)N1CCc2ccccc2C1	-5	0	-1	14	-8	-6	1	-9	97	100	100
Cc1cc(C)n(CC(=O)Nc2ccccc2)n1	0	-2	-1	19	-2	-1	-3	-13	99	100	101
CCSc1nnc([C@H](Cc2c[nH]c3ccccc23)NC(=O)OC(C)(C)C)o1	-4	-3	0	52	-10	-8	5	-97	105	102	102
O=C(CC(c1ccccc1)c1ccco1)N1CCOCC1 (stereo not drawn)	-2	0	-2	17	-1	10	0	-9	99	101	97
O=C(N/N=C/C1CC=CCC1)c1cc2ccccc2cc1O (stereo not drawn)	-3	-2	-3	6	1	3	0	-68	99	99	102
CCCn1nnc(NC(=S)NC(=O)Cc2ccccc2)n1	-3	0	-1	16	-8	-2	-1	-81	101	102	104
CCc1cccc(CC)c1NC(=O)CN1C2CCCC1CC(NC(=O)Nc1cccc(OC)c1)C2 (stereo not drawn)	5	3	4	26	4	1	3	-5	105	108	124
O=C(NCc1ccc(F)cc1)C1CCCN(S(=O)(=O)c2cccc3nsnc23)C1 (stereo not drawn)	-5	-5	-2	28	-18	-13	0	-24	102	104	103
COc1ccc(-c2noc(C3CCCN(S(=O)(=O)c4cccc(Cl)c4C)C3)n2)cc1OC (stereo not drawn)	-7	0	3	48	-11	-11	3	6	98	106	103
O=C(COC(=O)C1COc2ccccc2O1)NC(=O)NC1CCCCC1 (stereo not drawn)	-1	-4	-3	16	-1	-3	0	-10	102	101	98
CC(C)(C)S(=O)(=O)c1ccccc1C(=O)O	-10	-4	-11	29	-19	-11	-3	5	97	97	100
O=C1CCc2cc(S(=O)(=O)NCCCC(=O)N3CCN(Cc4ccc5c(c4)OCO5)CC3)ccc2N1	12	40*	1	10	0	4	-2	-55	98	100	99
O=C(c1ccc(Cl)cc1)c1cnc(Nc2ccccc2)s1	-2	1	0	54	-5	0	-2	-13	99	100	99
COc1ccccc1NC(=O)CSc1nc(N)c(C#N)cc1C#N	-6	-2	0	9	3	-2	0	-8	90	95	94
COc1ccc(C)cc1S(=O)(=O)N(C)CC(N)=O	-8	-5	-9	34	-20	-10	-4	-4	97	97	95
CC(=O)Nc1ccc(OCC(=O)c2ccc(C)cc2C)cc1	0	-1	0	18	0	-3	2	-7	104	105	105
Cc1ccccc1SCC(=O)Nc1cccc(C#N)c1	4	0	0	12	3	9	-3	-14	77	82	78
COc1ccc(S(=O)(=O)NCC2CCCN(Cc3cccnc3)C2)cc1 (stereo not drawn)	1	31	0	19	-10	0	0	-29	105	100	101
Cc1cc(C)nc(N(C#N)CC(=O)N2CCC(C(N)=O)CC2)n1	0	3	0	23	-1	0	-3	-17	97	97	99

Brought forward from above: three entries, followed by the next part.
SMILES	Bim-Bcl-B	Mcl-1 Bim block	Bim-Bcl-XL	GSH fluor	Bim-Bfl-1	Bcl-2 Bim block	Bim-Bcl-W	Mcl1-Bid inh	RGS7-Gao	RGS4-Gao reg	RGS8-Gao
Cc1ccccc1SCC(=O)Nc1cccc(C#N)c1	4	0	0	12	3	9	-3	-14	77	82	78
COc1ccc(S(=O)(=O)NCC2CCCN(Cc3cccnc3)C2)cc1 (stereo not drawn)	1	31	0	19	-10	0	0	-29	105	100	101
Cc1cc(C)nc(N(C#N)CC(=O)N2CCC(C(N)=O)CC2)n1	0	3	0	23	-1	0	-3	-17	97	97	99
N#Cc1ccc(CNc2cnccn2)cc1	0	0	-2	8	-1	-3	-2	-9	101	103	103
COC(=O)c1c(NC(=O)C2c3ccccc3Oc3ccccc32)sc(C)c1C	0	0	-1	10	0	-5	0	-9	102	103	102
CCOC(=O)c1cnc2nc(C)[nH]n2c1=O	-5	1	-2	77	-4	-1	0	-13	100	106	105
COCCn1c(C)cc(C(=O)COC(=O)/C=C/c2cccc(OC)c2)c1C	-5	-6	-3	8	-5	-5	0	-24	93	101	101
COc1ccc(-c2nc3c(c(=O)[nH]c(=O)n3Cc3ccccc3)n2Cc2ccccc2)cc1	-14	0	-28	39	-6	-2	-2	-14	92	90	98
CCCn1c(-c2nonc2N)nc2ccccc21	-7	-3	-5	19	-2	1	-3	-3	96	95	98
CC(=O)Nc1ccc(-c2nnc(SCc3ccc(C)cc3)n2C)cc1	-6	-3	-8	37	-16	-8	1	0	98	98	101
Cn1cccc1/C=N/n1c(-c2ccc(C(C)(C)C)cc2)n[nH]c1=S	-13	-4	-3	21	5	1	-1	-22	111	109	103
Cc1cc(=O)cc(C)n1-c1ccc(O)cc1	-1	2	-1	11	-6	-4	0	-22	106	104	103
O=C(/C=C/Nc1ccc([N+](=O)[O-])cc1)c1ccc(Br)cc1	-3	0	-1	7	-5	-1	0	15	87	88	96
O=C(CCl)NCCCCCCCCCNC(=O)CCl	-5	-5	-5	6	-1	-5	0	-11	98	96	87
CCC(=O)NC(=S)Nc1ccc2oc(-c3ccc(OC)cc3)nc2c1	0	0	-1	24	-3	-2	-1	15	100	103	102
COc1ccc(Cc2noc(CN(C)C3CC(C)(C)NC(C)(C)C3)n2)cc1OC	-4	0	-8	12	-6	0	-4	-26	95	98	98
Nc1ccc(C2=Nc3cccc4cccc(c34)N2)cc1	-6	3	2	7	29	12	24	10	88	96	98
CC(C)(C)NC(=O)COC(=O)c1cncc(Br)c1	0	0	1	14	0	-1	0	2	97	101	97
O=C(c1ccccc1[N+](=O)[O-])N1CCc2ccccc2C1	-6	-4	-9	9	-1	-1	-4	-28	100	102	99
CCSc1nnc(-c2cccs2)o1	-10	-1	-2	22	-5	0	0	3	96	98	98
CCCC(=O)Nc1nc(CC(=O)OCC)cs1	0	-5	-3	58	-1	-2	0	-10	104	105	119
CCOC(=O)c1ccccc1NC(=O)c1nc2nccc(C)n2n1	-4	-1	-3	17	-8	-5	0	79*	104	101	106
CNC(=S)N1CCc2ccccc2C1	-20	-5	-10	14	2	-15	-5	-34	107	101	101
Cc1ccc(NC(=O)C2(c3cccs3)CCOCC2)cc1C	-9	-3	-7	14	-15	-7	-7	-8	98	99	99
Cc1ccc(-c2nc3cnccn3c2Nc2c(C)cccc2C)o1	-4	-1	-1	20	1	-4	2	1	99	101	97
Cc1ccc2cc(-c3noc(C4CCCCC4)n3)c(=O)[nH]c2c1	-2	3	-1	17	-3	-3	-1	-11	108	104	102
Clc1cc(Br)ccc1OCCOCCOc1cccc2cccnc12	-2	0	-6	35	-3	-6	-5	7	94	94	97

Limited to Bim-Bcl-W and RGS4-Gao reg, for three of the compounds above:
Molecule,Bim-Bcl-W,RGS4-Gao reg
CNC(=S)N1CCc2ccccc2C1,-5,101
Cc1ccc(NC(=O)C2(c3cccs3)CCOCC2)cc1C,-7,99
Cc1ccc(-c2nc3cnccn3c2Nc2c(C)cccc2C)o1,2,101

The list continues:
SMILES	Bim-Bcl-B	Mcl-1 Bim block	Bim-Bcl-XL	GSH fluor	Bim-Bfl-1	Bcl-2 Bim block	Bim-Bcl-W	Mcl1-Bid inh	RGS7-Gao	RGS4-Gao reg	RGS8-Gao
CC(Oc1ccccc1Br)C(=O)N1CCc2ccccc21 (stereo not drawn)	-1	-2	-6	13	-3	-2	-2	-15	101	95	95
CN(C)CCOc1ccccc1-c1ccccc1	1	-1	0	49	-8	0	-1	27	97	95	102
COc1ccc(-c2[nH]ncc2CN2CCCC2c2nonc2C)c(F)c1 (stereo not drawn)	-2	26	3	10	-4	2	16	-13	97	98	100
CC(Sc1nnc(COc2ccc([N+](=O)[O-])cc2)n1C)C(=O)O (stereo not drawn)	-4	-4	-2	19	-4	-5	-5	-10	93	96	98
CC1(C)CC2(CC(c3ccccc3)Oc3cc(O)ccc32)NC(=S)N1 (stereo not drawn)	11	27	30	10	34	27	22	-39	127	130	137
Cc1cc(C)n(-c2ccc(C(=O)Nc3ccccn3)cc2)n1	-3	0	-6	38	-10	-6	0	-5	98	100	102
Clc1ccc(OCc2nnc(SCc3nc4ccccc4[nH]3)n2Cc2ccco2)cc1	-7	-2	-5	25	-8	-6	-1	-27	101	103	103
CCc1ccc(-c2cc(C(=O)NN3CCOCC3)c3ccccc3n2)cc1	-9	0	-4	29	-12	-8	1	-2	94	99	100
O=C(N/N=C/c1cccs1)c1cc(-c2ccncc2)nc2ccccc12	-4	-5	-3	5	0	-5	0	-13	99	101	101
CCC1Oc2ccc(C)cc2N(CC(=O)NCc2cccc(OC)c2)C1=O (stereo not drawn)	-7	-3	-9	36	-18	-13	0	-17	104	105	106

Some of these compounds in order of their number in Mcl-1 Bim block, lowest first:
SMILES	Bim-Bcl-B	Mcl-1 Bim block	Bim-Bcl-XL	GSH fluor	Bim-Bfl-1	Bcl-2 Bim block	Bim-Bcl-W	Mcl1-Bid inh	RGS7-Gao	RGS4-Gao reg	RGS8-Gao
CN(C)CCOc1ccccc1-c1ccccc1	1	-1	0	49	-8	0	-1	27	97	95	102
CCc1ccc(-c2cc(C(=O)NN3CCOCC3)c3ccccc3n2)cc1	-9	0	-4	29	-12	-8	1	-2	94	99	100
COc1ccc(-c2[nH]ncc2CN2CCCC2c2nonc2C)c(F)c1 (stereo not drawn)	-2	26	3	10	-4	2	16	-13	97	98	100

Screening results as filed in PubChem BioAssay.
